Growth percent in the NCI-60 one-dose screen (48 h, 10 µM unless noted): 100 = growth as untreated, 0 = no growth, -100 = all killed.
786-0 = 786-0 renal cancer cells | actives 5.1% (n = 81,000)
UO-31 = UO-31 renal cancer; actives 5.2% (n = 81,000); AID 1794768
DU-145 = DU-145 prostate cancer; AID 1794760; actives 4.2% (n = 81,000)
SF-539 = SF-539 CNS cancer; actives 6.8% (n = 81,000); AID 1794752
SF-268 = SF-268 CNS cancer cells. actives 3.1% (n = 82,000)
PC-3 = PC-3 prostate cancer cells; actives 3.9% (n = 80,000); AID 1794754
SF-295 = SF-295 CNS cancer cells; actives 5.6% (n = 79,000)
SN12C = SN12C renal cancer cells; actives 3.8% (n = 81,000); AID 1794767
U251 = U251 CNS tumor cells | AID 1794753 | actives 5.4% (n = 80,000)
* marks the source's active call; other numbers are inactive results; nt = not tested or not shown; & = joins results of further samples; ! = a repeat was not active. Rule for the calls: active = growth percent below 10; inactive = the rest.

SMILES	786-0	UO-31	DU-145	SF-539	SF-268	PC-3	SF-295	SN12C	U251
COc1cc2c(c(OC)c1OC)-c1ccc(SC)c(=O)cc1[C@@H](NC1OC(CO)C(O)C(O)C1O)CC2 (stereo partly specified)	20	34	6.1*	1.2*	23	16	-36*	34	nt
O=C1NC(=O)C2(CC(C(=O)N(CCO)CCO)Oc3ccc(F)cc32)N1 (stereo unspecified)	103	90	110	93	104	93	100	96	101
Cn1c(=O)[nH]c(=O)c2nc(/C=C(\O)c3ccc(Br)cc3)c(=O)[nH]c21	101	82	116	101	103	nt	100	102	100
Fc1ccc(-c2cnc3nonc3n2)c(F)c1	104	89	100	99	85	73	109	107	111
Cc1ccc(-c2csc(NC(=O)CSc3nc(N)cc(N)n3)n2)cc1	72	64	77	77	74	71	50	83	78
O=C(O)C(Cc1ccccc1)c1ccccc1 (stereo unspecified)	108&107	83&98	114&112	106&98	105&108	100&96	108&105	108&96	110&107
CCCCC(C(=O)OC)C(=O)OC	101	92	109	105	104	97	nt	105	106
CC(=O)N[C@H](C(=O)N[C@@H](CCCNC(=N)N)C(=O)N[C@@H](CCCCN)C(=O)N[C@@H](CCCNC(=N)N)C(=O)NC(C(=O)N[C@@H](CC(C)C)C(=O)N[C@@H](CCCNC(=N)N)C(=O)N[C@]1(C)CCCCCC/C=C/CCC[C@@](C)(C(=O)N[C@H](C(=O)N[C@@H](CCC(=O)O)C(N)=O)C(C)C)NC(=O)[C@H](CCC(=O)O)NC(=O)[C@H](CCCNC(=N)N)NC(=O)[C@H](CCC(=O)O)NC(=O)[C@H](CCC(N)=O)NC(=O)[C@H](CC(C)C)NC(=O)[C@H](CC(C)C)NC1=O)[C@@H](C)O)C(C)C (stereo partly specified)	108	106	108	103	104	103	101	109	94
N#Cc1c(Oc2ccc([N+](=O)[O-])cc2)nc2sc3cc(Cl)ccc3n2c1=N	64	72	105	106	65	77	76	91	76
O=C1/C(=C/C=C/c2ccco2)SC(=S)N1C1CCCCC1	106	86	95	95	109	93	98	83	84
O=C(N/N=C/c1ccc(Br)s1)c1[nH]c2ccc(Br)cc2c1-c1ccccc1	11	49	19	0.7*	37	29	15	56	24
COc1ccc(C2=CCCCCC2)c(OC)c1OC	103	74	116	89	106	89	144	105	103
CC(=O)N1CCN(C(=O)Cn2c(-c3ccc(Cl)cc3)csc2=N)CC1	94	89	99	90	95	82	nt	89	86
CCn1c(Sc2nnc(NC(=O)CCN3CCCC3)s2)nc2c1c(=O)n(C)c(=O)n2C	106	89	104	98	102	103	107	97	95
Cc1cc(Br)nc2ccc([N+](=O)[O-])cc12	98	82	105	102	96	100	95	102	95
CC1(C)OCC2OC=CC(=O)C2O1 (stereo unspecified)	119	97	111	nt	102	113	103	102	108
O=C(CSC(=S)N1CCCCC1)NC(=O)c1ccccc1	107	87	107	104	104	103	93	110	106
Cc1ccc(S(=O)(=O)N/N=C/c2cn(-c3ccccc3)nc2-c2ccc(S(C)(=O)=O)cc2)cc1	93	89	115	93	103	93	105	101	96
C/C=C/C(/C=C/C)(C(=O)OCCN(CC)CC)C(/C=C/C)(/C=C/C)C(=O)OCCN(CC)CC	95	83	105	106	104	99	105	105	99
O=C(Nc1cccc2ccccc12)N(c1ccccc1)c1ccccc1	105	79	111	105	103	97	94	100	98
COc1ccc(Cl)c2c(=O)cc(C)[nH]c12	92	89	110	96	109	90	97	nt	103
NC(=NC1CCCCC1)NC1CCCCC1	90	91	112	106	109	87	nt	101	99
O=C1NC(=O)C2(CCCCC2C2CCCCC2)N1 (stereo unspecified)	104&104	90&87	102&119	97&104	103&112	94&95	103&110	108&100	97&100
CC(C(Cl)c1ccccc1)S(=O)c1ccccc1 (stereo unspecified)	98	82	106	102	108	97	nt	101	nt

Compounds shown so far with an NH in an aromatic ring (3):
SMILES	786-0	UO-31	DU-145	SF-539	SF-268	PC-3	SF-295	SN12C	U251
Cn1c(=O)[nH]c(=O)c2nc(/C=C(\O)c3ccc(Br)cc3)c(=O)[nH]c21	101	82	116	101	103	nt	100	102	100
O=C(N/N=C/c1ccc(Br)s1)c1[nH]c2ccc(Br)cc2c1-c1ccccc1	11	49	19	0.7*	37	29	15	56	24
COc1ccc(Cl)c2c(=O)cc(C)[nH]c12	92	89	110	96	109	90	97	nt	103

The main list resumes with the 2 entries that preceded the break.
SMILES	786-0	UO-31	DU-145	SF-539	SF-268	PC-3	SF-295	SN12C	U251
O=C1NC(=O)C2(CCCCC2C2CCCCC2)N1 (stereo unspecified)	104&104	90&87	102&119	97&104	103&112	94&95	103&110	108&100	97&100
CC(C(Cl)c1ccccc1)S(=O)c1ccccc1 (stereo unspecified)	98	82	106	102	108	97	nt	101	nt
O=C(O)c1ccc2c(c1)C(=O)N(CCc1ccccc1)C2=O	96	87	102	96	101	96	97	97	95
NS(=O)(=O)c1ccc(NC2N=C(c3ccc(O)cc3)Nc3n[nH]c(Nc4ccccc4)c32)cc1 (stereo unspecified)	68	34	57	34	61	60	53	78	66
c1ccc(N=C(Nc2ccccc2)Nc2ccccc2)cc1	99	91	97	102	94	91	102	102	104
CCOC(=O)c1cnn2c(-c3ccccc3O)nc(SCC)nc12	92	36	96	100	84	83	103	71	72
O=C(N/N=C/c1ccc(F)cc1F)c1cc(-c2nc3ccccc3[nH]2)nc2ccccc12	91	76	97	100	95	91	93	96	92
O=c1nccc(SCc2ccc(Cl)cc2Cl)[nH]1	78	86	112	86	103	nt	100	94	97
C/C(=N\NC(=O)Cn1c(-c2ccc(S(C)(=O)=O)cc2)nc2cc(Cl)ccc21)c1ccccc1	96	59	81	87	64	64	87	78	86
Cc1cc(C)c2c(N)c(C(=O)c3ccc4c(c3)OCCO4)sc2n1	104	83	105	nt	107	81	98	102	97
Cc1ccccc1N=NN(C)C	111	84	108	nt	97	87	102	82	89
COc1ccc(-c2nc(-c3nc4ccccc4[nH]3)c3ccccn23)cc1	97	41	87	93	66	43	63	80	79
Nc1[nH]n2cc(-c3ccc(Br)cc3)nc2c1N=Nc1ccc(S(N)(=O)=O)cc1	44	26	53	58	58	61	81	42	62
CN(C)CCCNC(=O)C(c1ccccc1)c1ccccc1	102	84	115	99	107	99	102	97	98
C[n+]1ccc(Nc2ccc(NC(=O)c3ccc(Nc4cc[n+](C)c5ccc(N)cc45)cc3)cc2)cc1	97	76	119	86	105	90	73	88	92
CCOC(=O)C(=CNC(=S)Nc1ccc(Cl)c(Cl)c1)C(=O)OCC	111	62	nt	56	97	84	102	92	97
COc1ccc(-c2onc(NC(C)=O)c2-c2ccc(OC)cc2)cc1	98	89	107	100	103	101	nt	108	92
O=C1Nc2ccc(Cl)cc2C12Oc1ccc(Cl)cc1C1CC(c3ccc(F)cc3)=NN12 (stereo unspecified)	101	50	94	95	81	nt	93	91	91
COc1ccc(S(=O)(=O)N2CCC(N3CCC(C)CC3)CC2)cc1	97	84	105	99	95	103	nt	99	91
CSc1nc(Nc2ccccc2)c2c(F)cccc2n1	101	73	100	95	92	92	88	97	92
Cc1cc(C)c2c(-c3cc(-c4ccc(N(C)C)cc4)c(C#N)c(N)n3)cc(C(=O)c3ccc(Br)cc3)n2c1	107	78	106	96	101	88	99	99	105
O=C(O)c1ccc(N/C=C/C(=O)c2cc3cc(Br)ccc3oc2=O)cc1	102	72	105	95	86	92	104	95	101
COc1cccc2c1C(=O)OC2=O	97	91	123	93	102	93	107	98	102
CCCC(C)C1CCC(=O)CC1 (stereo unspecified)	107	nt	110	104	100	102	nt	99	100
CCOC(=O)C1=C2C(=O)[C@@]3(C)C=C(C)C[C@H]3C[C@H](C)[C@H]2CC[C@@H]1C	104	73	104	108	100	nt	118	95	89
Oc1ccc(Cl)cc1-c1cc(-c2ccc(Cl)cc2)n[nH]1	85	29	78	92	67	46	95	61	59

Next section, overlapping the part above by two compounds.
SMILES	786-0	UO-31	DU-145	SF-539	SF-268	PC-3	SF-295	SN12C	U251
CCOC(=O)C1=C2C(=O)[C@@]3(C)C=C(C)C[C@H]3C[C@H](C)[C@H]2CC[C@@H]1C	104	73	104	108	100	nt	118	95	89
Oc1ccc(Cl)cc1-c1cc(-c2ccc(Cl)cc2)n[nH]1	85	29	78	92	67	46	95	61	59
CN(C)c1ccc(/C=C(\C#N)c2ccccc2)cc1	46&42&45	42&53&29	38&16	-13*	56&61&44	19&36&19	-19*!	39&62&66	24&32&19
O=C1C(c2[nH]c3ccc(S(=O)(=O)O)cc3c2O)=Nc2ccc(S(=O)(=O)O)cc21	107	61	110	105	105	90	106	100	100
NC(N)=NCCCCC(N)C(=O)O (stereo unspecified)	98	91	111	92	111	96	93	102	108
COCc1cc2c(cn1)CN(C(=O)Nc1nc(-c3cncs3)ccc1N)C2	105	88	102	99	97	101	103	114	95
O=C(NCCCNC(=O)OCc1ccc2cccc(O)c2n1)OCc1ccc2cccc(O)c2n1	60	27	29	35	54	57	39	40	40
O=C(c1ccncc1)c1c(Cc2ccccc2)ccc2ccccc12	104	64	99	95	117	83	84	91	89
N#Cc1cn[nH]c1N	99	74	117	131	113	88	111	102	105
O=C(Cn1cc(CN2CCN(c3ccnc4cc(Cl)ccc34)CC2)nn1)Nc1ccc([N+](=O)[O-])cc1	97	60	104	95	94	79	102	87	98
CCOc1ccc(/C=C/c2nc(=O)c3ccccc3o2)cc1	94	73	98	110	85	26	115	97	96
C=C(C)[C@@H]1CC[C@]2(C(=O)O)CC[C@]3(C)[C@H](CC[C@@H]4[C@@]5(C)Cc6cc(C)oc6C(C)(C)[C@@H]5CC[C@]43C)[C@@H]12	64	50	63	63	72	38	57	69	53
CCOC(=O)C(C#N)N=Nc1ccccc1 (stereo unspecified)	103	113	118	101	109	104	103	107	96
CCCCCCCCc1nc2ccccc2s1	104	72	109	96	99	92	104	98	98

Arranged by number of heavy atoms (rising): some entries from above.
SMILES	786-0	UO-31	DU-145	SF-539	SF-268	PC-3	SF-295	SN12C	U251
N#Cc1cn[nH]c1N	99	74	117	131	113	88	111	102	105
CN(C)c1ccc(/C=C(\C#N)c2ccccc2)cc1	46&42&45	42&53&29	38&16	-13*	56&61&44	19&36&19	-19*!	39&62&66	24&32&19
O=C(c1ccncc1)c1c(Cc2ccccc2)ccc2ccccc12	104	64	99	95	117	83	84	91	89

More records
SMILES	786-0	UO-31	DU-145	SF-539	SF-268	PC-3	SF-295	SN12C	U251
O=C(CCCCCCC(=O)Nc1ccc(C(=O)/C=C/c2cn(-c3ccccc3)nc2-c2ccc([N+](=O)[O-])cc2)cc1)NO	92	71	99	90	108	87	101	90	87
COc1c2ccoc2cc2oc(C)c(-c3cc(-c4ccc(F)cc4)c(C#N)c(=O)[nH]3)c(=O)c12	106	79	109	104	98	82	98	96	92
CC(=O)c1cccc(Nc2ncnc3ccc(NC(=O)c4ccco4)cc23)c1	90	65	nt	103	nt	84	92	87	98
Cn1cc(-c2ccc(-c3cn(C)c4ncccc34)s2)c2cccnc21	101	77	92	nt	93	86	93	96	95
N#CC1C=Cc2ccccc2N1C(=O)c1ccccc1 (stereo unspecified)	88	99	102	96	112	94	87	98	110
COc1ccc(Cn2c(Br)c3c(c2Br)-c2nc(NC(=O)c4ccc(OC)cc4)sc2CC3)cc1	62	45	78	52	72	72	58	85	68
N#Cc1ccc(-c2cc3cnc4ccccc4c3oc2=O)cc1	95	88	106	97	98	100	99	98	102

Bioassay records (PubChem)
